Screening results deposited in PubChem BioAssay by National Center for Advancing Translational Sciences (NCATS).
Giardia kill: Giardia lamblia killing | Giardia lamblia trophozoite viability | activity change, % at 7.66 µM, hits read low | 340,000 compounds, 0.15% hits | AID 540267; in the data active = activity change below about -80%; inconclusive = between about -30% and that limit;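 also: parasites exposed to compound for two days anaerobically before the ATP read; % is scaled to controls: 0 for no effect and ±100 for the full control effect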
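Media and compound were dispensed first, then trophozoites at 100 cells/well; plates sat 48 hrs at 37 deg C without oxygen before ATP luminescence reagent was added and read after 15-30 min at room temperature.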
Gal4-VP16 FLuc: Gal4-VP16 reporter inhibition counter-screen | 310,000 compounds, 3.5% hits | Potency, µM (doses to about 53.6 µM), without a hit: top-dose activity, negative = inhibition, hits mostly inhibitors | AID 2546 | Drosophila S2 Gal4-VP16 UAS-luciferase, luminescence, 20 h;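 also: Gal4-VP16 expression switched on by copper sulfate through the metallothionein promoter; potency is read from the fitted curve at half-maximal effect; % is scaled to controls: 0 for no effect and ±100 for the full control effect; nearly all actives have a fitted effect of over 50% in size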
FLuc counter: firefly luciferase modulation, counter-screen for miR-21 project; P08659; purified FLuc, Km substrates, luminescence inhibition; Potency, µM (top dose mostly 57.5 µM), for the others: top-dose activity change, negative = inhibition, most hits filed as inhibitors; 360,000 compounds, 6.9% hits;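 also: potency is read from the fitted curve at half-maximal effect; plate controls were vehicle for no effect and reference inhibitor for full effect; nearly all actives have a fitted effect of over 55% in size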
Target sequence (P08659 whole entry, looked up): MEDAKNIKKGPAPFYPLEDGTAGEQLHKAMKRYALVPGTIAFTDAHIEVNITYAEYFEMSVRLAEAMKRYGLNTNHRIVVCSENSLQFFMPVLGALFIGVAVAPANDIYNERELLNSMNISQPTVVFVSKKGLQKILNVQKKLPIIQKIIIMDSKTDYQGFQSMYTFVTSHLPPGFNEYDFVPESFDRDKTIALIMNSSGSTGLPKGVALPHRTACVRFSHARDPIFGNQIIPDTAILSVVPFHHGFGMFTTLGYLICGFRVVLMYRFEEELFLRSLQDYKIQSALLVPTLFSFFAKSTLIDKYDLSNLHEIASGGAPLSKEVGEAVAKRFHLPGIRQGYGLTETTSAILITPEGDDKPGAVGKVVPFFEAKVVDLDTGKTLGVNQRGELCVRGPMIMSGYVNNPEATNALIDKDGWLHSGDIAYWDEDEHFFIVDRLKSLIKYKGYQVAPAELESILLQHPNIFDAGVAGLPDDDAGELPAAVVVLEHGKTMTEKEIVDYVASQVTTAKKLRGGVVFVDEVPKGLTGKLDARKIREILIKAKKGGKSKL
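Purified P. pyralis luciferase (10nM final) with 10uM D-luciferin and 10uM ATP (Km levels) in 50mM Tris acetate pH 7.5, 10mM Mg acetate, 0.01% Tween-20, 0.05% BSA; qHTS 6-point titration, ~60 µM downward; luminescence read.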
Menin MLL FP TR: displaces Texas Red mutant MLL peptide from human menin | Potency, µM (doses to about 61.6 µM), inactives show top-dose FP activity change, negative = inhibition, actives largely listed as inhibitors | O00255 | 270,000 compounds, 0.23% hits | Menin + Texas Red MLL mutant peptide, fluorescence polarization | AID 1768; active = well fitted inhibition curve with a large enough effect in the polarisation, with a control signal flat, not every such curve was filed as active; inconclusive = small, poorly fitted or top-dose-only effect, or effect the other way, or a change in a side signal; inactive = no such curve, though single readings can be large or run the other way; the % refers to the polarisation; also: potency is read from the fitted curve at half-maximal effect; % of control where 0% means no effect; many of its hits are not listed in these tables
RORg inh: ROR gamma (mouse) transcription inhibition. P51450. Drosophila S2 Gal4-RORgamma UAS-luciferase reporter, 20 h. Potency, µM (highest dose often 53.6 µM), for the others: at the top dose activity change, negative = inhibition, actives largely listed as inhibitors. 310,000 compounds, 5.4% hits. AID 2551; also: potency is read from the fitted curve at half-maximal effect; % is scaled to controls: 0 for no effect and ±100 for the full control effect; nearly all actives have a fitted effect of over 60% in size
Target sequence (P51450 whole entry, looked up, the tested form may be a part): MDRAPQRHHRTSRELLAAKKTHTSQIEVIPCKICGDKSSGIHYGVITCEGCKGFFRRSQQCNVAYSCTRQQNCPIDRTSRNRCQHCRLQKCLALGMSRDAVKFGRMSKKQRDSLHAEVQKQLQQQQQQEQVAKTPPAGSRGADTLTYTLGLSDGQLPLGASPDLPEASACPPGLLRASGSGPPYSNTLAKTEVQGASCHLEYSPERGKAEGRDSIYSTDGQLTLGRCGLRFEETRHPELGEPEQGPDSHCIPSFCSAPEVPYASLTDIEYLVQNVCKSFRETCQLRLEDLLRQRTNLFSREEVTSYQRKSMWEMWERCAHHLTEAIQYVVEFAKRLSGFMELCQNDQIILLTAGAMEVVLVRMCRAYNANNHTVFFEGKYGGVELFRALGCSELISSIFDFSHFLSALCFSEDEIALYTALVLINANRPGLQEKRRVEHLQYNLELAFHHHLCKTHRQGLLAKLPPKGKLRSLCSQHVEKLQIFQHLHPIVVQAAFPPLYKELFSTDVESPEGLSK
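Using a luciferase readout, inhibitors were identified by reduced reporter activity in Drosophila cells coexpressing a copper-inducible Gal4–ROR gamma fusion and UAS-driven Photinus luciferase, incubated 20 hr after 700 uM copper sulfate.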
NPC1 promoter act: activators of NPC1 promoter; 320,000 compounds, 2.4% hits; Huh7 NPC1 promoter luciferase reporter, 24 h; Potency, µM (highest dose often 9.22 µM), without a hit: at the top dose activation, actives largely listed as activators;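 also: potency is read from the fitted curve at half-maximal effect; % of control where 0% means no effect; nearly all actives have a fitted effect of over 60% in size; reporter is driven by a mutant NPC1 promoter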
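Luminescence from an NPC1 promoter-driven luciferase reporter in stably transfected Huh7 cells was measured after 24 h compound treatment at 37 °C, followed by 10 min ambient incubation with luciferase detection reagent.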
ELG1 genotox: induces genotoxicity in HEK293T cells with luciferase-tagged ELG1; HEK293T ELG1-luciferase reporter, luminescence, 16 h; Potency, µM (titrated, usually from 46 µM), for inactives: top-dose activity change, positive = activation, most hits filed as activators; 330,000 compounds, 1.3% hits; AID 504466; also: potency is read from the fitted curve at half-maximal effect; % of control where 0% means no effect; nearly all actives have a fitted effect of over 60% in size
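Genotoxic stress is detected as increased luminescence from luciferase-tagged ELG1 in HEK293T cells, measured with ONE-Glo after a 16 hr treatment at 37 °C.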
PKM2 act: PKM2 (human) enzyme activation; 260,000 compounds, 0.34% hits; purified PKM2, Kinase-Glo ATP luminescence, activation; response scale: 0% is enzyme alone, no compound; AID 1631; Potency, µM (series often up to 57.5 µM), for inactives: top-dose activation, hits mostly activators; P14618; also: potency is read from the fitted curve at half-maximal effect; % is scaled to controls: 0 for no effect and ±100 for the full control effect; nearly all actives have a fitted effect of over 55% in size
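hPK-M2, >95% pure; 0.1 mM ADP / 0.5 mM PEP final; imidazole pH7.2 buffer w/ 7 mM MgCl2, 50 mM KCl; 1 h RT; Kinase-Glo lum. Intermediate enzyme activity for dual inhibitor/activator qHTS.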
Rab9 prom act: activators of Rab9 promoter | Huh7 Rab9 promoter-luciferase reporter, luminescence, 24 h | AID 485297 | 320,000 compounds, 2.8% hits | Potency, µM (doses to about 9.22 µM), for the others: at the top dose activation, negative = inhibition, usual class: activators; also: potency is read from the fitted curve at half-maximal effect; % of control where 0% means no effect; nearly all actives have a fitted effect of over 60% in size
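Huh7 cells stably carrying Rab9 promoter–luciferase reporter, plated 1500 cells/well, compound added after 2 h and incubated 24 h at 37 °C; luciferase luminescence then read after 10 min with detection reagent.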
p53 reactivator: mutant p53 re-activation in reporter cells | H1299 p53-A138V BP100-luciferase reporter, luminescence, 24 h | Potency, µM (titrated, usually from 92.2 µM), for inactives: at the top dose activity change, positive = activation, usual class: activators | 320,000 compounds, 0.063% hits | AID 504706; also: potency is read from the fitted curve at half-maximal effect; % of control where 0% means no effect; nearly all actives have a fitted effect of over 45% in size
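H1299 (p53-null), stable ts p53-A138V + BP100-Luc; 1000 cells/well, Opti-MEM/10% FBS; cpd 4 pt, 1:5; 24 h, 37 deg C, 5% CO2; detection reagent 10 min RT; luminescence.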
BRCA1 expr act: BRCA1 expression activation. MCF7-BRCA1-FFLuc reporter, luminescence, 48 h; response scale: scaled: vehicle 0%, 10 µM genistein 100%. Potency, µM (doses to about 46.1 µM), inactives show at the highest dose activation, most hits filed as activators. AID 624202. 380,000 compounds, 1.1% hits; also: potency is read from the fitted curve at half-maximal effect; nearly all actives have a fitted effect of over 80% in size; some results filed as inactive show a strong effect at the top dose
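Activators of BRCA1 expression were detected as increased firefly luciferase luminescence in engineered MCF7 cells after 48 h compound incubation. Signals were scaled to genistein 10 microM as full activation.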
* marks the source's active call; other numbers are inactive results; ? = inconclusive; · = not tested or not shown; & = joins results of further samples; [ ] = another dose, or the depositor's remark. Unless noted, calls follow the shape of the dose curve; as a rule, active = well fitted curve in the direction sought with a large enough effect; inconclusive = small, poorly fitted or top-dose-only effect, or another doubt; inactive = no such curve, though single readings can be large; an effect the other way counts as inactive or inconclusive. Only part of the results is shown; rates above refer to the full screens.

SMILES	Giardia kill	Gal4-VP16 FLuc	FLuc counter	Menin MLL FP TR	RORg inh	NPC1 promoter act	ELG1 genotox	PKM2 act	Rab9 prom act	p53 reactivator	BRCA1 expr act
CCCN(CC(=O)Nc1ccccc1OC)C(=O)Cc1ccccc1F	-2	-6%	-2%	-27%	-1%	-1%	-2%	2%	0%	-5%	-10%
COc1ccc(CNCCC2(C(C)C)CCOC(C)(C)C2)cc1 (configuration not stated)	3	16%	-2%	-10%	13%	-3%	-1%	-2%	-2%	0%	5%
Cc1ccc2ncnc(Nc3cccc([N+](=O)[O-])c3)c2c1	2	-3%	?	3%	24%	16%	-9%	·	18%	-4%	-21%
COCCN1C(=O)N[C@H](c2cccc(C(F)(F)F)c2)C(C(=O)OC)=C1C	·	4%&-2%	3%	-11%&8%	-15%&1%	0%	0%	-12%	-1%	-7%	·
COc1cccc(C(=O)NCC(=O)N2CCN(c3ccc(C(F)(F)F)cn3)CC2)c1	-19	·	3%	·	·	-5%	-4%	·	-19%	-8%	-23%
CC(/C=C1\N=C(SCc2ccccc2)SC1=O)=C\c1ccccc1	-1	5%	-1%	8%	7%	2%	0%	0%	-2%	-2%	-4%
CCOc1ccc(/C=N/NC(=O)CN2CCCCCCC2)cc1	-11	2%[10 µM]	-1%	-15%	2%	-2%	-1%	-3%	-6%	3%	-3%
Cc1ccc(/C=C2/C(=O)N(c3ccccc3)C(=S)N2C)o1	-14	?	-18%	-11%	29%	-1%	8%	?	-4%	8%	-24%
Cc1ccccc1CS(=O)(=O)CCC(=O)NCCCN1CCOCC1	6	5%	3%	1%	5%	0%	0%	-9%	-1%	4%	-3%
Cc1cccc(-c2noc(-c3ccc4c(c3)OCO4)n2)c1	-27	8%	-17%	1%	7%	-3%	3%	-5%	-1%	2%	19%
O=C(CCCN1C(=O)/C(=C/c2cccs2)SC1=S)NNC(=O)c1ccc(F)cc1	13	-85%	3%	-8%	?	1%	0%	5%	1%	0%	-68%
Cn1nc(C(F)(F)F)c2cc(C(=O)Nc3ccc(Cl)cc3)sc21	3	-2%	-9%	?	18%	-2%	-13%	1%	-11%	-3%	-46%
O=C1NC[C@@H](Cc2ccc(O)cc2)N(CC2CCCCC2)C1=O	1	-6%	0%	·	0%	3%	2%	-1%	-7%	-1%	-12%
Cc1ccc(CNC(=O)c2ccc(CNc3c(N4CCCC4)c(=O)c3=O)cc2)cc1	-13	0%	-11%	-4%	0%	-2%	0%	5%	2%	2%	0%
Cc1cccc(N2C(=O)/C(=C\c3ccc(C(=O)O)cc3)c3ccccc3C2=O)c1	-3	2%	?	-16%	-8%	-6%	9%	?	-2%	-4%	0%
Cc1cccc(C(=O)N2CCc3cc(-c4csc(NC(=O)CN5CCCC5)n4)ccc32)c1	13	-23%	?	-17%	?	-3%	-23%	6%	-2%	9%	-65%[inhibitor]
CCC(C)NC(=O)Cc1ccc(-c2ccccc2)cc1 (configuration not stated)	4	?	0%	9%	25%	-5%	-3%	5%	0%	6%	-2%
Cc1ccc(-c2nn3c(C)nnc3s2)cc1NC(=O)c1ccc(-c2ccc(Cl)cc2Cl)o1	-4	?	?	8%	30%	-13%	5%	4%	-18%	2%	-81%
O=C(Nc1ccc2cn[nH]c2c1)c1ccc(S(=O)(=O)N2CCOCC2)cc1	?	1%	1%	6%	30%	0%	1%	-3%	-4%	-1%	2%
CCn1ccnc1CC1COc2ccccc2O1 (configuration not stated)	3	-7%	-1%	-6%&-7%	-23%	18%[46.1 µM]	-3%	·	18%[46.1 µM]	15%	32%
CCOC(=O)C(=CNc1ccc(-c2ccco2)c(Cl)c1)C(=O)OCC	18	-9%	-20%	·	18%	1%	-9%	12%	0%	-3%	15%
O=C(NCC1CCCO1)c1cc(-c2ccc(Cl)cc2Cl)on1 (configuration not stated)	-14	?	3.4µM*	-2%	?	3.5µM*	?	-9%	2.8µM*	9%	?
CCOC(=O)C1=c2s/c(=C\c3ccncc3)c(=O)n2C(N)=C(C(=O)OC)C1c1ccncc1 (configuration not stated)	-3	2%	-3%	0%	-27%	2%	6%	·	-5%	-4%	3%
O=C(COC(=O)CCc1c[nH]c2ccccc12)NC(c1ccccc1)c1ccccc1	22	-11%	3%	-3%	13%	-4%	1%	1%	1%	15%	8%
CC(=O)OCCN(C)c1cc(SC(C)C)c2nonc2c1[N+](=O)[O-]	16	29%	1%	?	?	2%	2%	·	9%	-20%	-2%
COc1ccccc1C/C(N)=N/OC(=O)c1cccc([N+](=O)[O-])c1	-14	-24%	12%	-27%	10µM*	-3%	-3%	5%	3%	20%	64%
Cc1ccc2cc(CN(C(=O)c3ccco3)c3ccccc3)c(=O)[nH]c2c1	-8	-6%	-17%	?	43%	-2%	1%	5%	4%	?	2%
Cc1[nH]c2ccccc2c1/C=C(\C#N)C(=O)NC(C)c1ccccc1 (configuration not stated)	-5	-10%	-8%	28%	12%	-2%	3%	-2%	3%	-13%	8%
Cc1cc(C)c(NC(=O)C(C)OC(=O)c2cc(Br)c(Br)s2)c(C)c1 (configuration not stated)	3	2%	1%	5%	-6%[10 µM]	-1%	9%	2%	-1%	-6%	-1%
Clc1ccc(-c2cc(-c3ccccc3)on2)cc1	6	·	0.85µM*	·	·	1.4µM*	?	·	1.3µM*	?	3%
Cc1cc(C)cc(OC(=O)COc2ccccc2C)c1	4	-1%	-15%	4%	20%	4%	0%	·	-1%	4%	1%
C=CCn1c(NCCOC)nc2c1c(=O)n(C)c(=O)n2C	-8	0%	3%	-11%	2%	-2%	1%	-2%	-1%	4%	-1%
CCn1cc(/C=C/C(=O)Nc2ccn(Cc3c(F)c(F)c(F)c(F)c3F)n2)cn1	7	14%	-5%	-3%	21%	0%	0%	4%	-5%	-10%	-31%
COc1cc(NC(=O)c2ccc(F)cc2)c(OC)cc1NC(=O)CN1CCCCC1	2	-2%	?	-25%	-5%	-3%	1%	1%	-3%	1%	4%
O=C(CN1C(=O)NC2(CCc3ccccc32)C1=O)c1ccc(F)c(F)c1 (configuration not stated)	2	·	1%	·	·	4%	-16%	·	4%	-1%	34%
CN1CCN(Cc2c(O)c(Cl)cc3c(-c4ccccc4)cc(=O)oc23)CC1	-12	3%	2%	1%	2%	-1%	1%	0%	0%	-1%	1%
COc1ccc(NC2=Nc3cccc4cccc2c34)cc1	2	?	13µM*	9%	13µM*	-2%	11%	2%	-2%	1%	26%
Cc1ccc(C)c(N(CC(=O)N(C)C)S(C)(=O)=O)c1	-5	1%	-3%	-9%	-21%	-2%	-1%	-13%	4%	-4%	-13%
CC(Sc1nnc(-c2ccncc2)n1C)C(=O)Nc1ccc(N2CCOCC2)cc1 (configuration not stated)	-7	·	-18%	·	·	1%	1%	·	-3%	8%	-11%
CC(C)(C)c1ccc(OCCC(=O)Nc2cccc(S(=O)(=O)N3CCCC3)c2)cc1	5	·	-4%	·	·	-6%	?	·	-17%	-2%	-57%
Cc1ccc(NS(=O)(=O)c2c(C(=O)N3CCCCCC3)c(C)n(C)c2C)c(Cl)c1	0	-6%	1%	-9%	-11%	-1%	0%	-3%	-1%	-6%	-6%
Cn1c(CN2CCOCC2)nnc1SCC(N)=O	19	-10%	0%	0%	-3%	-2%	1%	1%	10%	4%	7%
CC1CCN(c2c(NCc3ccc(C(=O)N4CCc5ccccc54)cc3)c(=O)c2=O)CC1	8	-2%	-4%	-3%	?	-28%	21%	8%	-22%	3%	-48%
O=C(Nc1ccccc1C(=O)N/N=C/c1ccncc1)c1ccccc1	-25	?	1.9µM*	9%	8.9µM*	?	-14%	-84%	?	-6%	70%
COC(=O)c1ccc(N(CC(=O)NC2CCCC2)C(=O)CNC(=O)c2cccs2)cc1	-9	5%	2%	2%	-6%	-2%	2%	-7%	0%	0%	-7%
CCC(C(=O)N1CCc2cc(OC)c(OC)cc2C1)c1ccccc1 (configuration not stated)	2	6%	-1%	-16%	?	-4%	-3%	16%	-1%	-8%	-2%
COc1cc(OC)c(-c2nnc3n(CCc4ccccc4)c(=O)c4ccccc4n23)cc1OC	·	-1%	-6%	-8%	?	-3%	-10%	3%	13%	17%	·
O=C(CCCN1C(=O)/C(=C/c2ccccc2Cl)SC1=S)NNC(=O)c1ccccc1Cl	1	2.8µM*	7.6µM*	4%	1µM*	-21%	-3%	2%	-27%	-24%	-92%[inhibitor]
S=C(c1ccc2c(c1)OCO2)N1CCOCC1	7	-6%	6%	·	-23%	-34%[inhibitor]	-2%	6%	-2%	1%	-3%
